Mm-Cpn inhibitor – M. maripaludis TRiC chaperonin inhibition. 330,000 tested, 0.031% active. Potency, µM (top dose mostly 76.9 µM), inactives show at the top dose activity, negative = inhibition, most hits filed as inhibitors. purified Mm-Cpn ATPase, ADP Transcreener TR-FRET; note: potency is the fitted concentration of half-maximal effect; % is set by controls: 0 for no effect and ±100 for the full control effect; nearly all actives have a fitted effect of over 80% in size
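ATPase read-out: TR-FRET ADP immunoassay (anti-ADP Eu cryptate vs ADP-d2), ex 320 nm, em 590/665 nm; signal drops as ADP forms. Enzyme 25 nM, ATP 10 uM, 30 min at 37°C after 10 min compound preincubation.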
WRN inhibitor – blocks human WRN helicase; WRN helicase unwinding, fluorescent forked duplex, kinetic; Potency, µM (titrated, usually from 114 µM), for inactives: top-dose activity change, negative = inhibition, hits mostly inhibitors; AID 651768; 360,000 tested, 0.46% active; Q14191; note: potency is the fitted concentration of half-maximal effect; % is set by controls: 0 for no effect and ±100 for the full control effect; nearly all actives have a fitted effect of over 55% in size
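Fluorescence dequenching readout, ex 525 nm/em 598 nm, kinetic mode: forked duplex DNA (100 nM final) with adjacent fluorophore and quencher unwound by WRN (20 nM final) with 2 mM ATP. Compound preincubation 15 min, room temperature.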
PI5P4Ka inh – inhibitors of human PI5P4K alpha. 330,000 tested, 1.2% active. P48426. AID 652105. max response, %. PI5P4Kalpha enzyme, ADP-Glo luminescence, 60 min; active compounds read low; active = max response of -50% or lower; inconclusive = between -30% and -50%; inactive = -30% or higher; note: value at the top dose of about 77 µM; % is set by controls: 0 for no effect and ±100 for the full control effect
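Controls without substrate or without enzyme flank wells where PI5P4Kalpha converts substrate using 5 microM ATP (final). Incubation lasts 60 minutes at room temperature; ADP formed is read by ADP-Glo luminescence.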
EPAC1 antagonist – blocks human EPAC1 exchange factor. 360,000 tested, 0.14% active. EPAC1 GEF assay, Rap1b-BODIPY-GDP exchange fluorescence. Potency, µM (doses to about 115 µM), for inactives: top-dose activity change, negative = inhibition, hits mostly inhibitors. O95398;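 note: potency is the fitted concentration of half-maximal effect; plate controls were vehicle for no effect and positive control for full effect; nearly all actives have a fitted effect of over 50% in size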
Target sequence (O95398 whole entry, looked up): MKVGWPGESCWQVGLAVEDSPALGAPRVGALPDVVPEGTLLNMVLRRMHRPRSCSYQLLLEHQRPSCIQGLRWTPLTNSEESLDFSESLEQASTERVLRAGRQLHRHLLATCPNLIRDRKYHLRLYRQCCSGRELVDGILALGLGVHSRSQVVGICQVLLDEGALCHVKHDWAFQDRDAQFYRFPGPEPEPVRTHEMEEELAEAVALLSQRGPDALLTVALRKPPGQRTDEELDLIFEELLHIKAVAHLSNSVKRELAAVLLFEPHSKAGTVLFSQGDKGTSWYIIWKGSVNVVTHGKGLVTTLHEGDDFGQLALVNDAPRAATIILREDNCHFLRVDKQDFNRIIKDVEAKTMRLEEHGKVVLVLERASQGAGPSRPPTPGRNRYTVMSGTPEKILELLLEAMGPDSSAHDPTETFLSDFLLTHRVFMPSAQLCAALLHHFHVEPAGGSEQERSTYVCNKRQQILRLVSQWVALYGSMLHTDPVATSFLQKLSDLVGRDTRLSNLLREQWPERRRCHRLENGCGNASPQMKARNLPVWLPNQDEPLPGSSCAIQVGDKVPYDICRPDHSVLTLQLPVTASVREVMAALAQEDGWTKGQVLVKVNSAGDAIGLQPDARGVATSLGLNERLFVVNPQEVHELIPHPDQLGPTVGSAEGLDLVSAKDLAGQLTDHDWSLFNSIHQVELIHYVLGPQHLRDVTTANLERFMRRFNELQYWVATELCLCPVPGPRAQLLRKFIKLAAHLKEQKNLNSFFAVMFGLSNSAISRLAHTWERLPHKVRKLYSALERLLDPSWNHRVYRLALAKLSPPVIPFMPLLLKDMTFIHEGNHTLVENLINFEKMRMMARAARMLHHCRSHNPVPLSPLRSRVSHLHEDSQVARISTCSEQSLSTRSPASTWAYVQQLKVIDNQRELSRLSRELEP
EPAC2 antagonist – blocks human EPAC2 exchange factor; EPAC2 GEF exchange of Rap1B-BODIPY-GDP, fluorescence; Potency, µM (doses to about 114 µM), without a hit: at the highest dose activity, negative = inhibition, usual class: inhibitors; Q8WZA2; 360,000 tested, 0.18% active; note: potency is the fitted concentration of half-maximal effect; % is set by controls: 0 for no effect and ±100 for the full control effect; nearly all actives have a fitted effect of over 45% in size; many of its hits are not listed in these tables
PLK1 PBD inh – PLK1 (human) polo-box domain binding inhibition; P53350; Plk1 PBD binding of FITC phosphopeptide, fluorescence polarization; Potency, µM, for inactives: max response, negative = inhibition, most hits filed as inhibitors; 360,000 tested, 2.8% active; AID 720504; note: potency is the fitted concentration of half-maximal effect; series mostly up to about 57 µM; % is set by controls: 0 for no effect and ±100 for the full control effect; nearly all actives have a fitted effect of over 65% in size
CCT modulator – changes cytosolic chaperonin activity. purified chaperonin ATPase assay, HTRF ADP detection, 30 min. activity change, % (test concentration not listed), hits read low. 360,000 tested, 0.3% active. AID 651819; in the data active = activity change below about -30%; note: % is set by controls: 0 for no effect and ±100 for the full control effect
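TRiC (40 or 20 nM final, by batch activity) in 30 mM Tris pH 7.4, 100 mM KCl, 5 mM MgCl2, 1 mM DTT was treated with compound at 76 uM single dose, then 10 uM ATP, 30 min at 37 °C. ADP was read by HTRF Transcreener.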
EPAC1 ag – EPAC1 (human) agonism | Potency, µM (series often up to 154 µM), for the others: at the highest dose activation, hits mostly activators | EPAC1 agonist qHTS, biochemical assay; response scale: 100% = response to 6.5 mM cAMP | 360,000 tested, 0.073% active | O95398; note: potency is the fitted concentration of half-maximal effect; nearly all actives have a fitted effect of over 60% in size
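Compounds were pinned as a concentration titration into mixtures of EPAC1 (100 nM), BODIPY-GDP-loaded Rap1B (250 nM) and GDP (50 uM). After 5 min at room temperature, fluorescence was followed for 30 min; activity was scaled to 6.5 mM cAMP.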
An asterisk follows results filed as active; ? = inconclusive; nt = no result given; [ ] = remark or other dose. Unless noted, calls come from the whole dose curve; as a rule, active = well fitted curve in the direction sought with a large enough effect; inconclusive = small, poorly fitted or top-dose-only effect, or another doubt; inactive = no such curve, though single readings can be large; an effect the other way counts as inactive or inconclusive. Some of the compounds tested; rates above refer to the full screens.

item	Mm-Cpn inhibitor	WRN inhibitor	PI5P4Ka inh	EPAC1 antagonist	EPAC2 antagonist	PLK1 PBD inh	CCT modulator	EPAC1 ag	Compound
1	3%	0%	1	-12%	0%	-3%	-3.7	3%	CCCc1cc(=O)oc2c(C)c(OC3CCCCC3=O)ccc12 (centres undefined)
2	3%	2%	3	0%	-4%	-7%	-0.4	4%	CCOCCCNC(=O)C(NC(=O)c1cnccn1)c1ccc(OC)cc1 (centres undefined)
3	-1%	-6%	nt	6%	-3%	-4%	-1.5	11%	COC(=O)c1ccc(C2/C(=C(/O)c3ccc(OC)cc3)C(=O)C(=O)N2CC2CCCO2)cc1 (centres undefined)
4	-1%	-14%	-6	5%	10%	-4%	-2.0	4%	Cc1ccc(N/N=C2\COC(C)(C)CC2=O)cc1
5	2%	3%	-1	-5%	-7%	0%	-4.0	-14%	N#CCCN(Cc1cccnc1)C(=O)c1sc2cc(F)ccc2c1Cl
6	-1%	-12%	-2	-14%	-26%	-2%	2.8	-6%	Cc1ccc(O)c(-c2[nH]ncc2C(=O)c2ccc(Cl)cc2)c1
7	-8%	-3%	23	-18%	-20%	-6%	-2.1	15%	Cc1ccc(C(=O)CC(=O)c2ccc(C)cc2O)cc1
8	-3%	3%	-5	-17%	13%	-2%	-3.8	-9%	CN(c1ccccc1C(=O)O)S(=O)(=O)c1ccc2[nH]c(=O)[nH]c2c1
9	2%	0%	-8	7%	0%	1%	-0.2	8%	CCOC(=O)c1ccccc1NC(=O)COc1cc(=O)n(CC)c2ccccc12
10	-2%	2%	1	-9%	3%	-9%	-0.4	5%	COC(=O)C(O)(CC(=O)c1ccc(OC)cc1)C(F)(F)F (centres undefined)
11	-2%	-1%	2	-7%	6%	-5%	-0.7	4%	CSc1ncc(C(=O)NCCCc2ccccc2)c(C)n1
12	1%	12%	-25	-22%	6%	15µM*	-2.6	5%	Cc1ccccc1NC(=S)Nn1cnnc1
13	2%	-5%	-1	-7%	18%	4%	-4.1	-4%	COc1cc(/C=N/NC(=O)c2cccc([N+](=O)[O-])c2)cc(OC)c1O
14	0%	-12%	3	-4%	0%	-1%	0.3	-4%	COc1ccccc1N(C(=O)CNS(=O)(=O)c1ccccc1)C(C(=O)NCc1ccco1)C(C)C (centres undefined)
15	2%	-2%[57.1 µM]	1	13%	9%	5%	0.2	2%	Cc1cccc(Cn2cc3c(=O)n(Cc4cccc(F)c4)nc-3c3ccccc32)c1
16	1%	-1%	-5	1%	-3%	-5%	-2.7	6%	O=C(CSc1nc2c(c(=O)n1-c1ccccc1)SCC2)N1CCN(c2ccccc2)CC1
17	1%	-12%	-28	-6%	-4%	-4%	-0.6	-5%	O=C(CNc1cccc2ccccc12)N/N=C/c1ccc(C(=O)O)cc1
18	-3%	6%	2	-27%	2%	-14%	-6.4	15%	COc1ccccc1/C=C(\NC(=O)c1ccc(OC)c(OC)c1)C(=O)Nc1ccc([N+](=O)[O-])cc1
19	1%	-1%	0	-12%	-3%[57.1 µM]	-10%	-0.2	-1%	Cn1c(Cc2cccc3ccccc23)nnc1SCC(=O)N1CCN(c2ccccc2)CC1
20	-2%	6%	0	1%	-2%	-11%	-0.1	-7%	COc1cc(C2N(C)CCC3(OCCO3)C2(C)C)cc(OC)c1OC (centres undefined)
21	nt	-6%	-1	-10%	-4%	-5%	-9.5	2%	CCOc1ccc(CCN2C(=O)C(=O)N([C@@H](Cc3ccc(O)cc3)CN3CCC[C@H]3CN3C(=O)C(=O)NC[C@@H]3Cc3ccc(O)cc3)C[C@@H]2Cc2ccc(O)cc2)cc1
22	-1%	5%	-4	0%	4%	0%	0.7	-1%	O=C(O)Cn1nc(-c2ccccc2)oc1=O
23	-1%	?	-62*	0%	0%	?	-0.3	2%	CC(C)CN(C(=O)COC(=O)c1cc2c(s1)CCC2)C1CCS(=O)(=O)C1 (centres undefined)
24	-11%	5%	0	8%	8%	-8%	-2.6	-4%	Cc1ccc(NS(=O)(=O)c2ccc(CCC(=O)NCc3cccnc3)cc2)cc1
25	?	-1%	-12	16%	2%	-2%	-3.6	-1%	COc1ccc(CCn2c(C(C)C)nc3c(c(=O)c4ccccc4n3C)c2=O)cc1
26	-4%	50µM*	-19	0%	-22%	39%[activator]	-0.1	4%	COc1cc(/C=C2\SC(=S)N(NC(=O)c3ccncc3)C2=O)ccc1O
27	0%	-6%[57.1 µM]	7	8%	1%	-11%	-2.1	2%	COc1ccc(-c2csc(NC(=S)NC(=O)c3ccco3)n2)cc1Br
28	2%	-2%	6	8%	6%	-7%	-1.6	8%	COC(=O)Cc1c(C)nc2nc(-c3ccco3)[nH]n2c1=O
29	3%	-7%	nt	2%	-3%	3%	2.5	6%	CC(=O)C1=C(c2ccccc2)NC(=O)NC1c1ccccc1OCC#N (centres undefined)
30	2%	3%	-1	15%	-4%	-8%	1.1	4%	COc1cc(NC(=O)COc2ccc(Br)cc2)ccc1NC(=O)C(C)C
31	0%	-3%	0	-12%	-6%	1%	0.5	9%	O=C(N/N=C/C1CCCCC1)c1ccccc1-n1cccc1
32	1%	2%	2	2%	-8%	-3%	-0.3	-8%	Cc1ccccc1-c1noc(CCC(=O)NCCc2ccccc2)n1
33	0%	-3%	-1	2%	1%	-7%	-0.7	-3%	CC(C)NC(=O)C12CC3CC(C1)CC(C(=O)NC(C)C)(C3)C2
34	-3%	?	?	-21%	10%	-21%	-1.2	-2%	CC(=O)Nc1ccc2c(COC(=O)CC3Sc4ccccc4NC3=O)cc(=O)oc2c1 (centres undefined)
35	-1%	0%	-4	-12%	9%	-8%	1.8	14%	COC(=O)CNC(=O)c1ccc(=O)oc1
36	0%	0%	1	-18%	11%	-4%	-0.6	-5%	Cc1cc(C)nc(-n2nc(C)cc2NC(=O)COC(=O)CCC(=O)c2cccs2)n1
37	nt	-1%	2	-17%	10%	-7%	-0.3	1%	CC1(C)OCC(N)(CO)CO1
38	1%	1%[57.1 µM]	3	3%	3%	-19%	-1.2	-9%	CCCCN(CC)CCNC(=O)c1cn(C)c(=O)c2c1c1ccccc1n2C
39	2%	-9%	-2	-6%	-26%	-14%	0.9	-5%	COc1ccc(C(=O)c2coc3ccc(O)c(CN4CCOCC4)c23)cc1
40	0%	-4%	-2	-4%	4%	-2%	-4.0	15%	O=C(COC(=O)c1cc2c(s1)CCCCC2)NC1CCS(=O)(=O)C1 (centres undefined)
41	-1%	-29%	2	?	1%	-21%	0.5	-27%	CC(C(=O)Nc1ccc(S(=O)(=O)N2CCOCC2)cc1)N1CCN(c2ccccn2)CC1 (centres undefined)
42	-5%	2%	4	-13%	-12%	-15%	0.7	8%	COc1ccc(CCNC(=O)c2ccc3c(SCC(=O)O)c4c(nc3c2)CCCC4)cc1OC
43	0%	4%	1	5%	8%	3%	0.2	5%	O=C(Nn1cnnc1)c1ccccc1-c1ccccc1
44	0%	-3%	13	-25%	-6%	-9%	0.7	0%	COC(=O)c1c(NC(=O)c2cccs2)sc2c1CCC(C)C2 (centres undefined)
45	nt	1%	2	0%	0%	4%	0.9	-1%	Cc1ccc(-n2ncc(C#N)c2/N=C/N(C)C)cc1
46	nt	-1%	39	-12%	-17%	-1%	-1.6	14%	COc1cc2cc(C)c(Br)c(OC)c2cc1OC
47	1%	0%	0	25%	4%	-7%	-0.4	-2%	Cc1cc(C(=O)N2CCN(c3ccc(F)cc3)CC2)on1
48	-1%	-24%	6	-5%	-1%	-3%	-2.1	5%	COC(=O)c1sc(NC(=O)/C=C/c2ccc(C)cc2)nc1C
49	-1%	9%	-10	3%	6%	-29%	-0.3	-6%	O=C(O)c1ccc(NC(=S)NC(=O)c2cncc(Br)c2)cc1
50	2%	-2%	-1	4%	28%	0%	-0.8	11%	O=C(COc1cccnc1[N+](=O)[O-])NCCc1ccccc1
51	1%	-2%	10	20%	-1%	-6%	-0.8	1%	CN(CC(=O)Nc1c(F)cccc1F)Cc1cccs1
52	nt	7%	-2	13%	10%	0%	-0.7	3%	CN(C)c1nc2c(N)ncnc2n1C1OC(CO)C(O)C1O (centres undefined)
53	1%	-4%	-11	4%	4%	?	0.8	4%	CCOc1cc(CNc2ccc3c(c2)CCC3)ccc1O
54	0%	5%[11.6 µM]	-15	-26%	1%	-16%	0.2	12%	Cc1no[n+]([O-])c1COc1cccc(/C=N/Nc2nncn2N)c1
55	1%	-1%	2	3%	-2%	-20%	-1.4	3%	COCCCn1c(SCC(=O)N2CCc3ccccc32)nnc1-c1ccco1
56	-2%	0%[11.6 µM]	?	2%	16%	-4%	-0.5	-7%	CCc1cc(C(=O)Nc2nnc(C3CC3)s2)sc1C
57	-1%	-7%	8	-4%	16%	2%	0.4	-12%	Cc1cc(C)n(-c2ccc(Cl)c(C(=O)Nc3cc(C(F)(F)F)ccc3Cl)n2)n1
58	-1%	-3%	-2	11%	3%	2%	-1.4	-1%	O=C(CSc1ncn[nH]1)NCCc1ccccc1
59	1%	-6%	-1	0%	8%	-2%	0.3	0%	Cc1ccc(S(=O)(=O)N2CCCCC2C)cc1[N+](=O)[O-] (centres undefined)
60	-2%	-20%	1	-10%	-9%	-8%	-1.3	9%	CNC1=C(N(C(C)=O)c2ccc(Br)cc2)C(=O)c2ccccc2C1=O
61	-1%	1%	0	13%	9%	-10%	-2.3	8%	COc1ccc(NC(=O)C2CCC(CNC(=O)[C@@H]3Cc4ccccc4CN3)CC2)cc1 (some centres undefined)
62	-1%	-12%	-17	2%	31%[activator]	-2%	4.1	-2%	CCCN(C(=O)Cn1nc(C)c([N+](=O)[O-])c1C)c1c(N)n(Cc2ccccc2)c(=O)[nH]c1=O

PLK1 PBD inh, entries above that show a hit.
item	Mm-Cpn inhibitor	WRN inhibitor	PI5P4Ka inh	EPAC1 antagonist	EPAC2 antagonist	PLK1 PBD inh	CCT modulator	EPAC1 ag	Compound
12	1%	12%	-25	-22%	6%	15µM*	-2.6	5%	Cc1ccccc1NC(=S)Nn1cnnc1

By substructure: the compounds so far with a Cl atom
item	Mm-Cpn inhibitor	WRN inhibitor	PI5P4Ka inh	EPAC1 antagonist	EPAC2 antagonist	PLK1 PBD inh	CCT modulator	EPAC1 ag	Compound
5	2%	3%	-1	-5%	-7%	0%	-4.0	-14%	N#CCCN(Cc1cccnc1)C(=O)c1sc2cc(F)ccc2c1Cl
6	-1%	-12%	-2	-14%	-26%	-2%	2.8	-6%	Cc1ccc(O)c(-c2[nH]ncc2C(=O)c2ccc(Cl)cc2)c1
57	-1%	-7%	8	-4%	16%	2%	0.4	-12%	Cc1cc(C)n(-c2ccc(Cl)c(C(=O)Nc3cc(C(F)(F)F)ccc3Cl)n2)n1

From PubChem BioAssay
